Bioassay records (PubChem)
sdo1 growth: compounds rescuing growth of sdo1-depleted yeast, bone marrow failure model; z-score at 10 µM; 140,000 compounds, 0.21% hits; S. cerevisiae sdo1-depleted JHY4D growth rescue, OD600 30 h; stronger effect = higher value; pdr5 snq2 efflux-pump mutant strain;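 active means z-score above 3 at both the 24 hr and the 30 hr optical density reads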;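 further: z-score against mean and SD of all compound wells on the same plate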
Insulin prom inh: TRM-6 insulin promoter activity inhibition. inhibition, % at 2 µM. AID 1273. 130,000 compounds, 0.9% hits. TRM-6 cells (human fetal islet line), insulin promoter-eGFP reporter, imaging; reporter expression induced with tamoxifen;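 active means inhibition above the mean plus 3 SD, with well images judged a real hit on visual review, cut at about 60% in these data, passing the limit was not always enough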
sdo1 growth Rescue 24 h: recorded beside sdo1 growth, whose call it bears; z-score; S. cerevisiae sdo1-depleted JHY4D growth rescue, OD600; measured here: growth rescue at 24 h;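 0 is the plate mean of compound wells and units are plate SD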
Numbers without * were called inactive; / = not tested or not shown.

SMILES | sdo1 growth | sdo1 growth Rescue 24 h | Insulin prom inh
CCOc1ccc(S(=O)(=O)N(CC(=O)N/N=C/c2ccc(-c3ccc([N+](=O)[O-])cc3)o2)c2ccccc2)cc1 | 1.8 | 3.2 | /
COC(=O)c1cc(NC(=O)CN2CCC(C(N)=O)(N3CCCCC3)CC2)cc(C(=O)OC)c1 | 0.56 | 0.42 | 32
CC1(C)Cc2c(sc3c2c(=N)n(Cc2ccco2)c(=O)n3Cc2ccc(F)cc2)CO1 | -0.87 | 2.2 | /
CCOc1cc(S(=O)(=O)n2c(C)nc3ccccc32)ccc1F | -0.6 | -0.19 | -12
COc1ccc2c(c1)c(=O)oc1c(C)c(OCC(=O)N3CCc4ccccc4C3)ccc12 | -0.9 | -0.87 | /
COC(=O)c1[nH]c(C)c(/C(O)=C2\C(=O)C(=O)N(CCN3CCOCC3)C2c2ccccc2OC)c1C (stereo unspecified) | 1.4 | -0.73 | /
CCOC(=O)C1CCCN(C(=O)c2ccco2)C1 (stereo unspecified) | 0.3 | 0.63 | 33
Cc1ccc(/C=C/C2=NN(Cc3ccccc3Cl)C(=O)CC2)cc1 | 0.66 | 1.7 | /
CCOc1ccc(C2NC(=O)C(C#N)=C(S)N2c2ccc(C)cc2)cc1OC (stereo unspecified) | 0.72 | -0.36 | -36
N/C(=N\OC(=O)Cc1ccccc1)c1ccccc1Cl | / | / | -62
Cc1c(N2C(=O)CS/C2=N\N=C\c2ccccc2O)c(=O)n(-c2ccccc2)n1C | 0.65 | 0.08 | -3
O=C(Nc1ccc2c(c1)CCC2)C1CCN(c2ncccn2)CC1 | -0.3 | -0.96 | 9
C/C(Cc1ccccc1)=N\NC(=O)CNC(=O)c1cccc(Br)c1 | 2 | 2.7 | 19
COC(=O)/C=C/c1ccc(OC(=O)OC)c(OC(=O)OC)c1 | 1.1 | 2 | /
CC[n+]1ccccc1/C=C/c1ccc(N(C)C)cc1 | / | / | -200
COc1ccc(Cc2nnc(N/N=C/c3ccc(O)cc3O)[nH]c2=O)cc1OC | 0.99 | 0.5 | 19
Cc1c(-n2cc(C(=O)c3cc(Cl)ccc3O)cc(C#N)c2=O)c(=O)n(-c2ccccc2)n1C | -0.83 | -1.3 | -20
CSc1ccc(S(=O)(=O)N2CCN(Cc3ccc4c(c3)OCO4)CC2)cc1 | -1.6 | 0.14 | 29
CS(=O)(=O)N1CCC(C(=O)NCc2ccc(F)cc2Cl)CC1 | -0.18 | -0.34 | /
Cc1cc(Cl)ccc1OC(C)C(=O)NCCCCc1ccccc1 (stereo unspecified) | -0.45 | -0.09 | 10
O=C(Nc1ccc(Cl)cc1)C1C2CCC3C(CCC21)C3(Cl)Cl (stereo unspecified) | -0.05 | 0.35 | 10
COC(=O)c1sc2nc(-c3ccco3)ccc2c1N | 1.4 | 1.1 | 64
O=C(COc1cccc(Cl)c1)N/N=C\c1cc2ccccc2nc1Cl | -0.69 | 0.12 | /
COC(=O)C1=C(C)NC(=O)/C1=C\c1cccs1 | 0.36 | 0.19 | -22
O=c1[nH]c(-c2ccc(Cl)cc2)nc2c1cnn2-c1ccccc1 | 0.43 | -0.42 | -235

Part of the list above, set out differently.
SMILES	sdo1 growth	sdo1 growth Rescue 24 h	Insulin prom inh
O=C(Nc1ccc2c(c1)CCC2)C1CCN(c2ncccn2)CC1	-0.3	-0.96	9
C/C(Cc1ccccc1)=N\NC(=O)CNC(=O)c1cccc(Br)c1	2	2.7	19
COC(=O)/C=C/c1ccc(OC(=O)OC)c(OC(=O)OC)c1	1.1	2	/
CC[n+]1ccccc1/C=C/c1ccc(N(C)C)cc1	/	/	-200
COc1ccc(Cc2nnc(N/N=C/c3ccc(O)cc3O)[nH]c2=O)cc1OC	0.99	0.5	19
Cc1c(-n2cc(C(=O)c3cc(Cl)ccc3O)cc(C#N)c2=O)c(=O)n(-c2ccccc2)n1C	-0.83	-1.3	-20
CSc1ccc(S(=O)(=O)N2CCN(Cc3ccc4c(c3)OCO4)CC2)cc1	-1.6	0.14	29
CS(=O)(=O)N1CCC(C(=O)NCc2ccc(F)cc2Cl)CC1	-0.18	-0.34	/
Cc1cc(Cl)ccc1OC(C)C(=O)NCCCCc1ccccc1 (stereo unspecified)	-0.45	-0.09	10
O=C(Nc1ccc(Cl)cc1)C1C2CCC3C(CCC21)C3(Cl)Cl (stereo unspecified)	-0.05	0.35	10
COC(=O)c1sc2nc(-c3ccco3)ccc2c1N	1.4	1.1	64
O=C(COc1cccc(Cl)c1)N/N=C\c1cc2ccccc2nc1Cl	-0.69	0.12	/
COC(=O)C1=C(C)NC(=O)/C1=C\c1cccs1	0.36	0.19	-22
O=c1[nH]c(-c2ccc(Cl)cc2)nc2c1cnn2-c1ccccc1	0.43	-0.42	-235

Going on with the list:
SMILES | sdo1 growth | sdo1 growth Rescue 24 h | Insulin prom inh
O=C/C(=C\Nc1ccc(Cl)cn1)c1nc2cc(Cl)ccc2o1 | -0.24 | 2.9 | /
CCOc1ccc(S(=O)(=O)Nc2cc(OC)ccc2OC)cc1 | -0.35 | -0.03 | -49
Cc1sc(NC(=S)NC(=O)CCc2ccccc2)c(C(N)=O)c1C | -1.3 | -0.76 | -79
Fc1ccc(-n2[nH]nnc2=S)cc1N1CCCC1 | 0.42 | 0 | 16
Cc1ccc(-c2nsc(SCC(=O)NCC3CCCO3)n2)cc1 (stereo unspecified) | / | / | -18
O/N=C(/Cc1ccccn1)c1ccccc1 | 0.91 | 1.1 | /
CC(C)Sc1cc(N2CCCC2)nc(-c2ccccc2Cl)n1 | -0.67 | -0.4 | 38
CCc1cc2c(=O)n(Cc3ccco3)c(SCC(=O)N3CCCc4ccccc43)nc2s1 | -0.31 | 0.87 | /
Cc1ccc(C2/C(=C(/O)c3ccccc3)C(=O)C(=O)N2CCN2CCOCC2)o1 (stereo unspecified) | 2.2 | 1.9 | -25
Cc1nc(NC(=O)COC(=O)C(NC(=O)c2ccco2)C(C)C)c(Cl)cc1Cl (stereo unspecified) | 0.09 | -0.2 | 0
CCC(=O)NC(Nc1cc(C)ccn1)(C(F)(F)F)C(F)(F)F | -0.17 | -0.79 | 14
Cn1c(N)c(C(=O)COC(=O)c2cccs2)c(=O)n(C)c1=O | 1.9 | 2 | /
Cc1nnc(NC(=O)C2C3C=CC(O3)C2C(=O)O)s1 (stereo unspecified) | 0.67 | 0.24 | 21
COc1cc(/C=C2\CC/C(=C\c3cc(OC)c(O)c(OC)c3)C2=O)cc(OC)c1O | -0.21 | 0.73 | 8
CCOC1=NN(c2ccc(Cl)cc2)C(=O)/C1=C\N(C)C | / | / | 54
CCOP(=O)(OCC)C(NC(=O)C(F)(F)F)c1ccccc1 (stereo unspecified) | 0.18 | -0.36 | /
CN(C)c1nc(NC(C)(C)C)nc(NC(C)(C)C)n1 | / | / | 33
CCOc1cc(C(=O)N(C)c2ccccc2)cc(OCC)c1OCC | -0.53 | -0.8 | -158
Cn1cc([N+](=O)[O-])c(C(=O)Nc2cnn(Cc3ccc(F)cc3)c2)n1 | -0.09 | 0.45 | 69*
Cc1ccccc1C1CCCN(Cc2nc(CC3CC3)no2)C1 (stereo unspecified) | / | / | -12
Cc1ccccc1NCC(=O)N/N=C/c1c(C)c(C(=O)c2ccc(Cl)cc2)n2ccccc12 | -0.25 | 0.97 | 36
CCc1ccc(-c2nc(CN3CCC(C(=O)NCc4ccc(F)cc4)CC3)c(C)o2)cc1 | -1.4 | -1.5 | /
CC(C)Cn1c(N)c(C(=O)NCC2CCCO2)c2nc3ccccc3nc21 (stereo unspecified) | -0.99 | -0.73 | 6
CCN(C(=O)CSc1nnnn1-c1ccccc1)c1c(N)n(Cc2ccccc2)c(=O)[nH]c1=O | 1.5 | 1.4 | -34
O=C1CN(C(=O)COC(=O)CNC(=O)c2ccc(Br)o2)c2ccccc2N1 | / | / | -36

Later entries.
SMILES | sdo1 growth | sdo1 growth Rescue 24 h | Insulin prom inh
COc1ccccc1CNC(=O)C(C)Sc1ccsc1[N+](=O)[O-] (stereo unspecified) | / | / | 0
C=CCn1c(SCC(=O)Nc2c(C)n(C)n(-c3ccccc3)c2=O)nc2scc(-c3ccccc3)c2c1=O | 0.01 | -0.04 | -32
COC(/C=C/Nc1ccc(C)cc1)=C(C#N)C#N | 1.6 | 0.78 | 16
O=C(Nc1ccc2c(c1)ncn2C1CCCCC1)c1ccco1 | -1 | 0.04 | /
CN1CCN(C(=O)c2cc3nc(-c4ccco4)cc(C(F)(F)F)n3n2)CC1 | / | / | -7
CN(C)c1ccc(-n2cccc2/C=C2/SC(=Nc3ccc(F)cc3)NC2=O)cc1 | 1.1 | 1.4 | /
O=C1CN(S(=O)(=O)c2ccccc2)CCN1S(=O)(=O)c1ccccc1 | 0.05 | -0.34 | 6
O=c1c2ccccc2n2c(-c3ccc(F)cc3)nnc2n1Cc1ccccc1 | 0.4 | 0.08 | -29
CCOc1ccc(C(C)=O)cc1Cc1c(O)nc(N)[nH]c1=O | 0.75 | 0.76 | /
Cn1nc(C(C)(C)C)c([N+](=O)[O-])c1C(=O)NC(C)(C)C | 0.55 | 0.51 | -57
CCCCCn1c(CCNC(=O)CCC)nc2ccccc21 | 1.3 | 1.6 | /
COc1ccc2c(c1)CCCC21NC(=O)N(CC(N)=O)C1=O (stereo unspecified) | 1.2 | 1.2 | 9
O=C(O)c1cccc(S(=O)(=O)Nc2ccc(O)cc2Sc2nc3ccccc3s2)c1 | -0.49 | -1.1 | -14
Cc1ccc(NC(=O)CN(c2cc(C)cc(C)c2)S(=O)(=O)c2c(C)noc2C)nc1 | 0.93 | 3.1 | /
COc1ccc(/C(N)=N/OC(=O)Cc2cccs2)cc1 | -1.4 | -1.2 | 23
Cc1cc(NC(=O)CCN2C(=O)C3C4C=CC(C4)C3C2=O)c2ccccc2n1 (stereo unspecified) | -0.33 | -0.26 | 50
CCOC(=O)c1cnc(-n2nc(C)cc2C)nc1N1CC(C)OC(C)C1 (stereo unspecified) | / | / | -19
CCOC(=O)N1CCN(C(=O)c2ccc3c(=O)n(CCc4ccccc4)c(=O)[nH]c3c2)CC1 | -0.05 | -0.75 | 16
NNC(=O)[C@H]1C[C@@H]1c1ccccc1 | 1.1 | 1.3 | -7
Cc1ccc(-c2noc(CN(C(=O)c3cccs3)C(C)C)n2)cc1 | -0.29 | 0.05 | -9
CCOP(=O)(OCC)C(Nc1ccccn1)c1ccc(F)cc1 (stereo unspecified) | -0.14 | -0.38 | /
O=C(CCc1ccc(S(=O)(=O)NC2CCCCC2)cc1)NCc1ccccc1 | -0.1 | -1.2 | -32
COc1ccc(OCc2nc3c4cc(OC)c(OC)cc4nc(=S)n3[nH]2)cc1 | 0.47 | 0.33 | -10
Cc1cccc(N2CCN(c3cc(C)nc4nnnn34)CC2C)c1 (stereo unspecified) | -0.56 | -0.34 | /
CCn1c(C(O)c2cccc(OC)c2OC)nc2ccccc21 (stereo unspecified) | -0.54 | -1 | 8

Additional entries follow:
SMILES | sdo1 growth | sdo1 growth Rescue 24 h | Insulin prom inh
Cc1ccc(N=C2SC(C(=O)Nc3ccc(OC(F)(F)F)cc3)C(N)=C2C(=O)Nc2c(C)cc(C)cc2C)cc1 (stereo unspecified) | -0.12 | -0.16 | /
COC(=O)c1ccc2c(c1)NC1=C(C(=O)CC(C)(C)C1)C(c1ccncc1)N2 (stereo unspecified) | 0.98 | -0.62 | 12
O=C(Nc1cccc(-c2nc3ccccc3o2)c1)c1cccnc1 | / | / | -33
O=C(NNS(=O)(=O)c1ccc(Cl)cc1)NC1CCCCC1 | -0.02 | -0.29 | -4
CCC(=O)OCC(=O)Nc1ccc([N+](=O)[O-])cc1OC | / | / | 29
O=C(Nc1ccc2nc(C3CC3)n(Cc3ccc(F)cc3)c(=O)c2c1)c1ccco1 | 0.94 | -0.63 | /
COc1cc(OC)cc(-c2nnc(SCc3cccnc3)o2)c1 | -1.2 | -0.55 | -33
COc1ccccc1/C=C\C=N\n1c(-c2ccc(Cl)cc2Cl)n[nH]c1=S | -1.7 | -0.16 | 58
C=C(C)c1cccc(C(C)(C)NC(=O)Nc2ccccc2OCC)c1 | -0.03 | 1.4 | -14
Cc1ccc(NC(=S)NC(NC(=O)c2ccccc2C)C(Cl)(Cl)Cl)c(C)c1 (stereo unspecified) | -0.81 | -1.5 | 3
Cc1ccc(NC(=O)COC(=O)c2cccnc2)cc1 | / | / | -8
Cc1cc(C)nc(NCC(O)COc2ccccc2C)n1 (stereo unspecified) | 0.43 | 0.13 | /
COc1ccc(CNC(=O)CCS(=O)(=O)Cc2ccc(C)cc2)c(OC)c1 | / | / | -31
CN(C)CCCCCNCCCNC(=O)/C=N\O | 0.44 | 0.14 | /
CCOC(=O)c1cc(-c2ccc(C)o2)nn1CCC#N | 0.08 | 0.06 | 23
CCOc1ccc(Br)cc1-c1noc(-c2cccs2)n1 | -0.73 | 1.4 | 31
O=C(CSc1ncnc2c1nnn2-c1ccc(F)cc1)NCc1ccco1 | -0.63 | -1 | -12
Cc1cc2cc(CN(CC3CCCO3)C(=O)c3cnccn3)c(=O)[nH]c2cc1C (stereo unspecified) | 0.12 | -0.14 | -11
O=C(CN1CCN(c2ccccn2)CC1)N1c2ccccc2CCc2ccccc21 | 0.02 | 0.89 | -4
COc1ccc(NC(=O)CCSc2ccc3ccccc3n2)cc1 | -1.2 | -1.4 | 15
Cc1c(C(=S)Nc2ccccc2)cnn1-c1ccc([N+](=O)[O-])cc1 | -0.99 | -0.86 | /
COc1ccc([N+](=O)[O-])cc1NC(=O)c1cn(-c2ccc(Cl)cc2)c(=O)c2ccccc12 | -1 | -0.21 | -56
COc1ccc2cc(-c3cc(C(=O)OCC(=O)Nc4c(C)n(C)n(-c5ccccc5)c4=O)c4ccccc4n3)ccc2c1 | -0.35 | 1.1 | -325

An excerpt, so the mix of outcomes need not match the whole.
